TMEM16A inh = mouse TMEM16A channel inhibition, primary screen. actives 1.2% (n = 310,000). HEK293 TMEM16A/YFP iodide influx fluorescence, ionomycin. normalized B-score (activity score, 25-100; higher = stronger inhibition) at 10 µM;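 active means ratio plate-corrected score three or more library SD toward inhibition, starting fluorescence score within five deviations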;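 further: score derived from kinetic fluorescence span divided by baseline fluorescence per well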
hERG protect = shields human hERG channel from block by proarrhythmic agents; actives 0.51% (n = 310,000); activation (rescue from dofetilide block), less the hit threshold, % at 10 µM; Q12809; CHO-hERG, FluxOR thallium flux, dofetilide IC70 present;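 active means activation above the mean of controls blocked by dofetilide plus 5 SD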;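 further: thallium influx through hERG after potassium depolarization seen as dye fluorescence rise; in these data hits start at about 4.7%; inactives centre near -7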
Target sequence (Q12809 whole entry, looked up): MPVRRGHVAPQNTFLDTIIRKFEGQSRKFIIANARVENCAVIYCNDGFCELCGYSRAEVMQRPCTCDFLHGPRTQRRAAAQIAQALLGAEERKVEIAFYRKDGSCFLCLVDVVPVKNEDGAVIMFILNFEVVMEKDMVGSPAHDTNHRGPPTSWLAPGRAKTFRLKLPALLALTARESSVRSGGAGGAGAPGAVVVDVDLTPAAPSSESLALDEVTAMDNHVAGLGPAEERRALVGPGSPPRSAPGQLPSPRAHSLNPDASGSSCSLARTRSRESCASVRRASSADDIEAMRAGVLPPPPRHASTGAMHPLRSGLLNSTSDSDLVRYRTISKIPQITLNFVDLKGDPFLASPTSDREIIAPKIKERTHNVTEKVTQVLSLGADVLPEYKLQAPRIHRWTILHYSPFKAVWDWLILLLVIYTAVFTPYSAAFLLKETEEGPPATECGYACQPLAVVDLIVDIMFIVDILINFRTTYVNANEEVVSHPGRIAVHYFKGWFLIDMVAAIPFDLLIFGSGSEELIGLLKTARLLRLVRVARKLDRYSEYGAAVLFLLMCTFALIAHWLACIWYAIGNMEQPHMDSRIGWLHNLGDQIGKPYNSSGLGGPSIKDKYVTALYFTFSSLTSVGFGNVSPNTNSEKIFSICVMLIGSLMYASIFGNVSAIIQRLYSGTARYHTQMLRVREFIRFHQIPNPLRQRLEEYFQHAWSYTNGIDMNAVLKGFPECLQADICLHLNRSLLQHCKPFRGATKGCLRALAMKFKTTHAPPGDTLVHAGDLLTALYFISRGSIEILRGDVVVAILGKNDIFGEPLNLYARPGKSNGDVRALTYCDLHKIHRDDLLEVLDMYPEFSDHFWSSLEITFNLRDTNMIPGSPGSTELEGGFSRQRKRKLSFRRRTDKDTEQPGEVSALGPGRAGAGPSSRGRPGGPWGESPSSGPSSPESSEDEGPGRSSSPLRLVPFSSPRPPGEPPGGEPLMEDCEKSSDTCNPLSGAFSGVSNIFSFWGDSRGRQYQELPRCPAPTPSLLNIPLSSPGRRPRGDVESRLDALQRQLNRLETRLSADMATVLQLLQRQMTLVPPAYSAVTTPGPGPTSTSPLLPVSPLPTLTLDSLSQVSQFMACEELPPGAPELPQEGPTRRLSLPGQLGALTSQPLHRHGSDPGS
KCNQ1 block = inhibitors of human KCNQ1 potassium channel; P51787; CHO-K1 KCNQ1, FluxOR thallium flux fluorescence; stronger effect = higher value; B-score at 10 µM; actives 1.3% (n = 310,000); AID 2642;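 active means compounds whose thallium flux B-score, printed positive for inhibition, exceeds three library SD while starting fluorescence stays within three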;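 further: channel opened by potassium depolarization with thallium stimulus after 20 min compound exposure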
RGS4 block = human RGS4 inhibition. actives 0.45% (n = 310,000). AID 463165. HEK293 M3R/RGS4 inducible, Fluo-4 calcium flux; stronger effect = higher value; triggered by carbachol at its EC20. P49798. B-score at 10 µM;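 active means B-score, a plate-corrected calcium signal, over three deviations above library mean, with baseline fluorescence within five deviations of library mean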;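 further: RGS4 expression induced by doxycycline in cells with stable M3 receptor; B-score is computed from the integrated fluorescence ratio over baseline after carbachol; higher B-score means a larger calcium signal and so more RGS4 inhibition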
HDAC3 inh = human HDAC3 inhibition. O15379. recombinant HDAC3, fluorogenic peptide/trypsin coupled, fluorescence. inhibition, % at 8.3 µM. actives 0.15% (n = 320,000); in the data active means inhibition above about 26%, passing the limit was not always enough
SKKanGAS inh = inhibitors of SKKanGAS S. pyogenes growth in kanamycin (SK-promoter or general growth effect); BacTiter-Glo, 6 h; inhibition, % at 7.5 µM; actives 1.3% (n = 300,000);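 active means mean replicate score, as percent of positive control median, at least 50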;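 further: strain carries kanamycin resistance gene driven by streptokinase promoter and grows in 40 µg/ml kanamycin; loss of luminescence reflects streptokinase promoter inhibition or plain growth inhibition; 0% = median of DMSO wells and 100% = positive control at its reference dose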
KCNQ1 pot = human KCNQ1 channel potentiation or activation; P51787; CHO-K1 KCNQ1, thallium flux FluxOR fluorescence; stronger effect = higher value; B-score at 10 µM; actives 0.35% (n = 310,000); AID 2648;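 active means fluorescence ratio B-score, a plate-corrected score, at least three library SD, with initial intensity B-score within 5 SD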
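assay system = KCNQ1-transfected CHO-K1 cells | medium = assay buffer with matched DMSO | probe or stimulus = depolarizing K+/Tl+ stimulus, K2SO4 and Tl2SO4 each 12.5 mM in 5x stock | dosing = single dose | incubation = dye 90 min, compound 20 min, room temperature | detection = kinetic FluxOR fluorescence, 10 s baseline plus 110 s post-stimulus | evaluation = ratio B score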
KCNK3 inh = human KCNK3 channel inhibition, primary screen | actives 0.84% (n = 340,000) | B-score at 10 µM | CHO-KCNK3 thallium flux, FluxOR fluorescence; stronger effect = lower value | O14649 | AID 602410;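 active means B-score under library mean minus 4 SD, starting fluorescence ratio at most library mean plus 5 SD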;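 further: more negative B-score means stronger inhibition of thallium flux through KCNK3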
KCNK9 block = blocks the human KCNK9 two-pore domain potassium channel; Q9NPC2; HEK293 KCNK9, FluxOR thallium flux fluorescence; stronger effect = lower value; B-score at 10 µM; actives 1.2% (n = 310,000);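 active means ratio B-score over 3 SD below the library mean, with starting fluorescence within 5 SD of its mean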;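 further: negative B-score means less thallium flux so channel inhibition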
RGS4 act = potentiators or activators of RGS4. HEK293 M3R/inducible RGS4, carbachol calcium flux Fluo4; stronger effect = lower value. B-score at 10 µM. actives 0.92% (n = 310,000);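 active means B-score of the integrated calcium signal more than 4 SD below the library mean, with starting fluorescence not abnormally high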;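 further: negative B-score means reduced calcium response which marks RGS4 activation or potentiation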
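System: HEK293 FlpIn-TREx cells, stable M3R, doxycycline-inducible RGS4. Timing: overnight RGS4 induction, 30 min dye load 37 °C, 20 min compound RT. Also added: carbachol, ECmax concentration. Measured by: Fluo4 fluorescence kinetic imaging of calcium. Evaluation: integrated calcium ratio converted to B score.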
ANO1 activ = mouse TMEM16A channel activation, primary screen | Q8BHY3 | HEK293 TMEM16A/YFP-H148Q/I152L, iodide quench fluorescence; stronger effect = lower value | actives 0.3% (n = 340,000) | B-score at 10 µM;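 active means fluorescence-ratio B-score plate-corrected deviation score at least 3 library SD below zero, with starting fluorescence score within 5 deviations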;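 further: channel opened by trigger with iodide after compound preincubation; score built on the fluorescence ratio of max minus min over baseline; more negative score means more quench and so TMEM16A activation or potentiation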
An asterisk follows results filed as active; i = inactive; x = not tested or not shown.

Each structure is followed by: TMEM16A inh	hERG protect	KCNQ1 block	RGS4 block	HDAC3 inh	SKKanGAS inh	KCNQ1 pot	KCNK3 inh	KCNK9 block	RGS4 act	ANO1 activ
> O=C(NCCO)c1cccc(Nc2nc(-c3ccccc3)c3cc(Cl)ccc3n2)c1
 : i	-14.2	i	i	3.5	15.2	i	i	i	i	i
> O=C(Nc1ccc(N2CCCC2)cc1)c1cc2ccccc2o1
 : i	-7.9	i	i	0.4	2.8	i	i	i	i	i
> COc1ccccc1C(=O)N(C1=NC(C)CS1)c1ccc(Cl)cc1 (stereo not drawn)
 : i	-3.4	i	i	5.8	-0.2	i	i	i	i	i
> Cc1cc(C)n2nc(SCC(=O)c3ccccc3)nc2n1
 : i	-1.5	i	i	5.4	0.2	i	i	i	i	i
> CCOC(=O)N1CCC(NC(=O)CN2C(=O)C(CC)Oc3ccc(C)cc32)CC1 (stereo not drawn)
 : i	-5.5	i	i	-1.2	1.8	i	i	i	i	i
> CN(C)S(=O)(=O)c1cc(NC(=O)CN2CCOCC2)ccc1Cl
 : i	-9.9	i	i	-3.1	-6.9	i	i	i	i	i
> N#Cc1nc(-c2ccc(Cl)cc2)oc1NCC1CCCO1 (stereo not drawn)
 : i	-14.4	i	i	-169.5	-5.8	i	i	i	i	i
> CC(C)NC(=O)c1cc(-n2cnnc2)ccc1Cl
 : i	-9.0	i	i	0.8	-9.5	i	i	i	i	i
> COc1ccc(C2c3c(n[nH]c3C)CC(C)(O)C2C(C)=O)cc1OC (stereo not drawn)
 : i	-6.5	i	i	-10.6	2.2	i	i	i	i	i
> Cc1oc(-c2ccoc2)nc1CN(CC1CCC(=O)N1)C(C)C (stereo not drawn)
 : i	-16.4	i	i	-3.6	-3.9	i	i	i	i	i
> Cc1ccc(-c2cn3cccnc3n2)cc1NC(=O)c1ccc(Br)o1
 : i	-4.6	i	i	-22.5	-10.4	i	i	i	i	i
> CCOC(=O)N1CCN(C(=O)CN(c2ccc(OCc3ccccc3)cc2)S(C)(=O)=O)CC1
 : i	-11.2	i	i	-4.5	-1.8	i	i	i	i	i
> Cc1nc(SCc2ccccc2C#N)n[nH]1
 : i	-6.5	i	i	-6.6	-3.8	i	i	i	i	i
> CCN(CC)c1ccc(/C=N/NC(=O)CNC(=O)C2COc3ccccc3O2)c(O)c1 (stereo not drawn)
 : i	-10.9	i	i	-4.6	58.5*	i	i	i	i	i
> COc1ccccc1OCc1nnc(SCC(=O)N2CCCCC2)o1
 : x	-8.7	i	i	x	2.4	i	i	i	i	i
> CCCn1c(N)c(C(=O)CSc2nnc(C3CC3)n2Cc2ccccc2)c(=O)[nH]c1=O
 : i	-7.1	i	i	1.1	-1.1	i	i	i	i	i
> CCOc1ccc(N(CC(=O)NCc2ccco2)C(=O)CCC(=O)Nc2nccs2)cc1
 : i	-6.4	i	i	-0.1	-8.2	i	i	i	i	i
> O=C(Nc1nc(-c2ccc(Cl)s2)cs1)c1ccccc1
 : i	-9.0	i	i	9.4	45.1	i	i	i	i	i
> CC(NC(=O)c1cc2ccccc2o1)C(=O)O (stereo not drawn)
 : i	-3.7	i	i	-0.2	0.8	i	i	i	i	i
> COC(=O)CCNS(=O)(=O)c1ccc2ccccc2c1
 : i	-5.9	i	i	0.3	-3.4	i	i	i	i	i
> COc1ccc2[nH]cc(CCNC(=O)C3CC(=O)N(c4ccc(Cl)cc4)C3)c2c1 (stereo not drawn)
 : i	-9.1	i	i	-8.6	7.7	i	i	i	i	i
> CCC(C)NC(=O)C1CCC(=O)N1CCc1ccccc1 (stereo not drawn)
 : i	-8.2	i	i	12.1	-0.7	i	i	i	i	i
> CCOc1cc(C(C(=O)NCC2CCCO2)N(C(=O)Cn2nnc3ccccc32)c2ccccc2OC)ccc1O (stereo not drawn)
 : i	-8.2	i	i	3.0	-3.2	i	i	i	i	i
> Cc1ccc(F)c(NC=C2C(=O)OC(C)(C)OC2=O)c1
 : i	0.2	i	i	-9.1	-4.5	i	i	i	i	i
> COc1cc(/C=C2/C(=O)N=C(N)N2C)cc(OC)c1OC
 : i	-3.2	i	i	-2.3	2.1	i	i	i	i	i
> O=c1ccccn1Cc1c(F)cccc1Cl
 : i	5.2*	i	i	6.3	8.9	i	i	i	i	i
> Cc1ccnc(N2C(=O)CSC2c2ccc(Cl)cc2)c1 (stereo not drawn)
 : i	-1.7	i	i	0.6	0.4	i	i	i	i	i
> O=C(NC(=S)NCCc1ccccc1)C1CCCCC1
 : i	-4.7	i	i	-1.0	-0.5	i	i	i	i	i
> CCc1ccccc1NC(=O)N[C@H](C(=O)O)C(C)CC (stereo partly drawn)
 : i	-6.0	i	i	-5.7	-13.2	i	i	i	i	i
> O=C(/C=C/c1ccc(S(=O)(=O)N2CCOCC2)cc1)NC(=S)NCCCn1ccnc1
 : i	-6.5	i	i	5.8	-2.8	i	i	i	i	i
> CCOC(=O)N1CCC(Nc2c(Nc3ccc(C)c(C)c3)c(=O)c2=O)CC1
 : i	-7.9	i	i	3.9	5.9	i	i	i	i	i
> COc1ccc(N2C(=O)/C(=C\c3ccco3)N=C2SCC(=O)NC(C)(C)C)cc1Cl
 : i	-6.0	i	i	x	6.3	i	i	-9.11*	i	i
> CCOC(=O)c1cc(-c2ccc(F)cc2)n(CC(=O)Nc2nccs2)c1C
 : i	-7.4	i	i	x	-4.0	i	i	i	i	i
> CCN(CC)C(=O)CN1CCN(Cc2ccc3c(c2)OCO3)CC1
 : i	-5.8	i	i	-1.5	-1.8	i	i	i	i	i
> O=C1C=C(O)C(n2cncn2)C(c2ccc(F)cc2)C1 (stereo not drawn)
 : i	5.2*	i	i	-3.0	1.3	i	i	i	i	i
> COc1ccc(S(=O)(=O)N(C)CC(=O)N2CCN(C)CC2)cc1Cl
 : i	-5.6	i	i	-4.7	0.7	i	i	i	i	i
> CC(=O)c1ccc(NC(=O)c2c(C)nn(-c3ccccc3)c2Cl)cc1
 : i	-16.0	i	i	-1.8	-10.7	i	i	i	i	i
> COC(=O)c1ccccc1NC(=O)C1CCCN(S(=O)(=O)c2ccc(OC)cc2)C1 (stereo not drawn)
 : i	-8.1	i	i	6.3	-11.9	i	i	i	i	i
> O=C(CCN1CCN(c2ccccc2)CC1)N/N=C/c1ccc(O)c(O)c1O
 : x	-15.3	i	i	x	-3.6	i	i	i	i	i
> CC(=O)Nc1ccc(S(=O)(=O)NNc2cccc(C)c2)cc1
 : i	-7.2	i	i	3.7	3.0	i	i	i	i	i
> COc1cc(CN2CCCCCC2)cc(Br)c1O
 : i	-12.8	i	i	-3.3	-2.8	i	i	i	i	i
> O=C(N/N=C/c1ccc[nH]1)c1ccc([N+](=O)[O-])cc1
 : i	2.8	i	i	3.3	1.0	i	i	i	i	i
> O=C(N[C@@H](Cc1ccccc1)C(=O)O)c1c(F)c(F)c(F)c(F)c1F
 : i	-5.8	i	i	4.2	1.4	i	i	i	i	i
> COC(=O)c1cc(OC)c(OC)cc1NC(=S)N1CCOCC1
 : x	-8.2	i	i	x	-2.7	i	i	i	i	i
> COCCn1cnc2cc(C)c(C)cc21
 : i	-13.2	i	i	-3.0	-0.4	i	i	i	i	i
> Cc1ccc(-c2nnc(NCc3nc4ccccc4[nH]3)c3ccccc23)cc1S(=O)(=O)N1CCOCC1
 : i	-9.2	i	i	9.9	9.3	i	i	i	i	i
> CC1OC(OC2C(Oc3c(-c4ccc(O)cc4)oc4cc(O)cc(O)c4c3=O)OC(COC3O[C@@H](C)[C@H](O)[C@@H](O)C3O)C(O)C2O)C(O)C(O)C1O (stereo partly drawn)
 : i	-6.1	i	i	6.4	2.2	i	i	i	i	i
> Cc1cc(OCCn2cnc3ccccc3c2=O)ccc1[N+](=O)[O-]
 : i	-8.7	i	i	-3.2	-0.8	i	i	i	i	i
> COC(=O)c1ccc(NC(=O)Cn2nc(-c3ccncc3)nc2SCC(=O)Nc2nccs2)cc1
 : i	-10.9	i	i	1.4	2.0	i	i	i	i	i
> CC(C)[C@H](NC(=O)c1cc2cc(Cl)ccc2n1C)C(=O)N[C@@H](C(=O)O)c1ccccc1
 : i	-1.2	i	i	-0.3	-0.9	i	i	i	i	i
> Fc1ccc(CNc2nc(-c3ccco3)cc(C(F)(F)F)n2)cc1
 : i	-33.2	i	i	11.9	13.7	i	-9.01*	i	i	i
> CCOC(=O)c1ccc(N2C(=O)C(O)=C(C(C)=O)C2c2ccccc2)cc1 (stereo not drawn)
 : i	-9.0	i	i	9.5	3.0	i	i	i	i	i
> CCOC(=O)C1CCN(c2ccc([N+](=O)[O-])cc2)CC1
 : i	-3.9	i	i	3.1	-13.8	i	i	i	i	i
> Cc1ccc(C(=O)c2ccccc2C(=O)OCC(=O)NC(=O)NC(C)(C)C)cc1
 : i	-6.0	i	i	3.3	-1.2	i	i	i	i	i
> Fc1cccc(CSc2ccc3nnc(-c4cccnc4)n3n2)c1
 : i	-7.3	i	i	-6.8	-5.9	i	i	i	i	i
> CCOC(=O)C1=C(C)N(C)C(C)=C(C(=O)OCC)C1c1ccsc1
 : i	-9.2	i	i	4.4	4.8	i	i	i	i	i
> O=C1CCN(Cc2ccc([N+](=O)[O-])cc2)CCN1CCO
 : i	-9.6	i	i	1.5	3.5	i	i	i	i	i
> C=CCNC(=O)c1ccc2c(c1)S(=O)(=O)c1ccccc1C2=O
 : i	-3.6	i	i	7.0	0.8	i	i	i	i	i
> C=CCN=C(CC)C1=C(O)CCCC1=O
 : i	-5.2	i	i	-10.4	-2.5	i	i	i	i	i
> CCOC(=O)c1sc(=NC(=O)C2CC2)n(C)c1C
 : i	-7.7	i	i	1.4	-0.7	i	i	i	i	i

(next part)
Each structure is followed by: TMEM16A inh	hERG protect	KCNQ1 block	RGS4 block	HDAC3 inh	SKKanGAS inh	KCNQ1 pot	KCNK3 inh	KCNK9 block	RGS4 act	ANO1 activ
> COCCn1c(=S)[nH]c2cc(C(=O)NCCCN3CCOCC3)ccc2c1=O
 : i	-4.9	i	i	10.6	-3.3	i	i	i	i	i
> O=C(CN(C(=O)c1csnn1)c1cccc(F)c1)NCc1ccc2c(c1)OCO2
 : i	-8.7	i	i	-2.0	1.0	i	i	i	i	i
> CC(=O)c1ccc2noc(-c3ccccc3)c2c1
 : i	-14.4	i	i	-2.1	-6.4	i	i	i	i	i
> Cc1ccc2occ(/C=N/NC(=O)c3ccccc3O)c(=O)c2c1
 : i	-11.1	i	i	-3.7	-3.0	i	i	i	i	i

High-throughput results from PubChem.
